# Screening data as filed in PubChem.
# GALR2 antag: blocks the human galanin receptor 2. O43603. GALR2-expressing cells, antagonist mode. inhibition, % at 4 µM. 140,000 tested, 0.39% active. AID 828; in the data active = inhibition above about 27%;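 also: cells stimulated with galanin 1-16 at roughly its EC80; 0% = agonist challenge control and 100% = basal control without agonist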
# Target sequence (O43603 whole entry, looked up): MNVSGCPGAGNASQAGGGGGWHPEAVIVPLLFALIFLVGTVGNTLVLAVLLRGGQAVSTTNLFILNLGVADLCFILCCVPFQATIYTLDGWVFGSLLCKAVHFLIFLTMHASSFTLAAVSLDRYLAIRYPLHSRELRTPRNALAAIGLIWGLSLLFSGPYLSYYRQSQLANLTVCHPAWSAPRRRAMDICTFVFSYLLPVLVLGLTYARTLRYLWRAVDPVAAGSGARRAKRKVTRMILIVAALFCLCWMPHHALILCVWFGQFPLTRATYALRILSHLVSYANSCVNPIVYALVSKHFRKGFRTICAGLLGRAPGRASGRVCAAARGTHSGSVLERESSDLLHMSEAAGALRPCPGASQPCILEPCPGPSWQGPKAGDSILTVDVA
# NPY-Y2 antag: antagonists of human neuropeptide Y receptor Y2. AID 793. 140,000 tested, 0.99% active. inhibition, % at 2.7 µM. NPY-Y2 expressing cells, antagonist mode; in the data active = inhibition above about 17%;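 also: 0% = vehicle with agonist challenge and 100% = reference antagonist with challenge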
# Target sequence (P49146 whole entry, looked up): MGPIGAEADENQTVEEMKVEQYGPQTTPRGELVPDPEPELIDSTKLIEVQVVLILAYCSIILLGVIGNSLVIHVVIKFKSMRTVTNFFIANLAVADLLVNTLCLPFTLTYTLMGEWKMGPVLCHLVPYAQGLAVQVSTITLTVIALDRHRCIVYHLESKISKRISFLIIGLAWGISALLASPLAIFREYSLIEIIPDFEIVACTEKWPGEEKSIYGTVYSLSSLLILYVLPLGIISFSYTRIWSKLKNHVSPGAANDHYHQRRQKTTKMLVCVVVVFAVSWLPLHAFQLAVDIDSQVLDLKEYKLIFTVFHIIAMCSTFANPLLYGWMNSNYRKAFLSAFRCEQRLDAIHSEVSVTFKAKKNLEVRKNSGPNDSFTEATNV
# HCT116 PTEN-null: PTEN-deleted cell growth suppression. 140,000 tested, 1.2% active. HCT116 PTEN-null viability, CellTiter-Glo, 60 h; active compounds read low. viability, % at 10 µM;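 active = viability at or below a set limit, 4 SD under the median of all tested compounds, cut at about 3.7% in these data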;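 also: PTEN knockout HCT116 line with beta catenin targeted HCT116 as companion control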
# BB579 growth dn: chemicals that inhibit yeast BB579 growth in restrictive medium (lifespan-shortening candidates); S. cerevisiae BB579 growth, OD615, 48 h; 140,000 tested, 0.51% active; inhibition, % at 10 µM;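 active = inhibition above a set limit, 3 SD over the mean compound inhibition, cut at about 44% in these data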; also: inactives centre near -24
#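 System: DeaD yeast strain BB579; buffer or medium: CSMM-D dextrose restrictive medium; technique: OD at 615 nm; schedule: 4 h cell preincubation, 48 h compound exposure, 30 °C humidified; doses: single 10 µM dose; controls: amphotericin B 10 µg/mL, positive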
# Measles CPE: protection of cells from measles virus; protection (pct of control), % at 4 µM; Measles virus-infected cells, CPE protection, absorbance; 140,000 tested, 1.5% active; in the data active = protection mostly above about 24%, no sharp cut-off; inactive = mostly below about 26%; also: some compounds called inactive have numbers as strong as hits
# E-sel TNF inh: blocks E-selectin expression induced by TNF alpha | 120,000 tested, 0.71% active | inhibition, % at 2 µM | HUVEC TNFa-induced E-selectin immunofluorescence, high content;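 active = inhibition above the batch mean plus 3 SD, and confirmed as a hit on visual image review, cut at about 43% in these data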;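 also: 0% = TNF-stimulated DMSO wells and 100% = unstimulated control wells; not every result past the cut was called active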
# MRP1 act: activates MRP-1. H69AR cells + doxorubicin, viability rescue, CellTiter-Glo. viability increase, % at 10 µM. 140,000 tested, 0.61% active;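 active = viability gain under doxorubicin at or above a set limit, the compound median plus 3 SD, cut at about 4.7% in these data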;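 also: MRP-1 overexpressing cells given doxorubicin 25 µM after compound pretreatment; 18-22 h compound pretreatment then 72 h with doxorubicin before readout; 0% = doxorubicin-only wells and 100% = vehicle-treated cells without doxorubicin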
# Yeast lifespan up: extends the lifespan of yeast; S. cerevisiae growth with nicotinamide, OD615; deaD strain in restrictive glucose medium; inhibition of the nicotinamide effect, % at 10 µM; 130,000 tested, 0.68% active; AID 775;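 active = inhibition above a set limit, placed 3 SD over the median of all compounds, cut at about 26% in these data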;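 also: 0% = nicotinamide-treated wells and 100% = cells grown without nicotinamide; some compounds called inactive have numbers as strong as hits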
#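 Assay system: engineered S. cerevisiae DeaD replicative-lifespan strain, galactose-grown log-phase cells; medium: restrictive CSMM-D dextrose medium; also added: nicotinamide, 1.5 mM, co-present with compound; schedule: 48 h compound exposure at 30 °C, humidified; detection: absorbance at 615 nm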
# bCat KO growth: beta-catenin-lacking colon tumor cell growth suppression; HCT116 beta-catenin knockout viability, CellTiter-Glo, 60 h; active compounds read low; viability, % at 10 µM; AID 818; 140,000 tested, 1.5% active;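 active = viability at or under a set limit, the compound median less 4 SD, cut at about 6% in these data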;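 also: 0% = Hyamine 1622 control at 20 µM and 100% = untreated cell control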
# Phagocyt inh: blocks phagocytosis by macrophages; inhibition, % at 5 µM; 110,000 tested, 0.07% active; J774A.1 macrophage IgG-bead phagocytosis, imaging;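 active = inhibition above the mean of the plate negative controls plus 5 SD, cut at about 13% in these data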;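 also: phagocytic index as fraction of beads internalized from green versus red external bead signal; plate controls were DMSO negative control for no effect and cytochalasin-D positive control for full effect; some results beyond the cut were filed as inactive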
# An asterisk follows results filed as active; x = no result given.
SMILES,GALR2 antag,NPY-Y2 antag,HCT116 PTEN-null,BB579 growth dn,Measles CPE,E-sel TNF inh,MRP1 act,Yeast lifespan up,bCat KO growth,Phagocyt inh
NS(=O)(=O)c1ccc(N2N=C(c3ccc(Br)cc3)CC2c2ccc(F)cc2)cc1 (stereo not given),-38,8,1.2*,-20,5,-10,-2.6,-12,0.7*,-1
Cc1c(CCOC(=O)C2C3CC4CC(C3)CC2C4)sc[n+]1CC(=O)c1ccc(Br)cc1 (stereo not given),-4,2,24,-43,4,0,-4.4,-20,12,-5
c1ccc(Oc2cc(-c3ccccc3)nc(-c3ccccc3)n2)cc1,-2,3,83,-24,6,x,0.8,3,80,-3
CCOC(=O)c1cnc(-n2nc(C)cc2C)nc1NCc1ccc2c(c1)OCO2,3,14,87,-48,10,x,2.1,-9,79,-2
O=C(COc1cccc(Br)c1)NN=C1c2ccccc2-c2ccccc21,-3,6,55,-44,7,-9,0.9,-1,68,-13
CCN(CC)CCNC(=O)C(=O)NCC1OCCN1C(=O)c1ccc2c(c1)OCO2 (stereo not given),0,1,99,-23,5,x,-0.2,3,97,-4
COc1ccc(/C(O)=C2/C(=O)C(=O)N(CCN(C)C)C2c2ccc(OC)c(OC)c2)c(C)c1 (stereo not given),-4,1,104,21,28,x,1.3,-12,95,x
CCn1c(=O)n(CC(=O)N2CCN(c3ccccc3F)CC2)c(=O)c2ccccc21,6,2,95,-60,2,x,-0.9,-5,100,x
CCCCCCCCN1C(=O)C(O)=C(C(C)=O)C1c1ccccn1 (stereo not given),-6,3,107,-15,16,-37,-0.6,x,93,x
Cc1cccc(NC(=S)Nc2ccc3cn[nH]c3c2)c1,1,3,108,-18,37,-9,-1.2,3,100,-11
COc1ccc(CNC(=O)c2noc3c2CCCCC3)cc1,-7,1,91,-18,5,-2,2.1,-22,96,-2
Cc1ccc(N2C(=O)CC(c3ccsc3)C3=C2CC(C)(C)CC3=O)cc1 (stereo not given),10,0,82,-8,3,x,-3.5,-11,85,x
O=C1CC(=O)N(CCNc2ncc(C(F)(F)F)cc2Cl)C(=O)N1,-14,-1,104,-45,29,-19,0.7,-18,111,x
COc1cc(OC)c(NC(=O)CCc2nc(-c3cccs3)no2)cc1Cl,1,7,102,-78,10,-5,1.1,-9,101,0
CCOc1ccc2nc(NC(NC(=O)CC)(C(=O)OC)C(F)(F)F)sc2c1 (stereo not given),5,-1,91,-40,24,x,-1.1,-9,91,0
COc1cccc(C(=O)NN2c3ccccc3CCc3ccccc32)c1,-6,0,91,9,4,18,-3.6,-3,81,2
CCN1CCN(S(=O)(=O)c2cc(OC)ccc2OC)CC1,0,1,97,-29,3,0,-1.6,-5,88,0
CCN(CC)c1ccc(/C=N/NC(=O)c2c[nH]c3ccccc23)cc1,10,2,71,-68,6,-12,-3.6,-4,71,0
O=C(O)CCc1ccc(-c2cccs2)n1NC(=O)c1ccccc1Br,14,-4,84,-17,7,-19,-2.3,-6,96,-1
Cc1ccc(OCC(=O)NNC(=O)c2cc3ccccc3o2)cc1C,2,12,96,-28,14,-19,-0.3,-16,93,x
COc1cc(OC)cc(C(=O)N[C@H](C(=O)Nc2ccccc2N2CCOCC2)C(C)C)c1,4,2,83,-12,13,-7,-2.4,-7,85,1
COC(=O)c1ccc(CSc2nc3ccccc3[nH]2)o1,2,1,93,-51,2,x,-2.1,-20,92,x
CC(=O)Nc1ccc(S(=O)(=O)NCC2CCC(C(=O)N3CCN(c4ccccn4)CC3)CC2)cc1 (stereo not given),-2,1,101,-17,3,x,-1.1,-10,88,x
COc1cccc(OCCOCCN(C)CCO)c1,12,2,104,-32,25,-5,-1.1,-9,105,0
CCOc1nnnc2c1sc1nc(N3CCOCC3)c3c(c12)CCCC3,-1,1,76,27,5,0,-0.1,0,86,-2
Cc1[nH]n(-c2ccccc2)c(=S)c1C=Nc1ccc([N+](=O)[O-])cc1,4,2,99,-14,11,-1,-3.2,0,90,-4
CCN=C(Nc1cccc(F)c1)SC1CC(=O)N(c2ccc(OC)cc2)C1=O (stereo not given),-10,-5,89,-8,7,0,-0.6,-5,93,x
CC(C)CNS(=O)(=O)c1ccc(CCC(=O)N2CCN(Cc3ccccc3)CC2)cc1,7,1,74,-28,25,5,-0.6,-6,71,1
C/C(=N\NS(=O)(=O)c1ccccc1)c1cccc(NC(=O)c2cccc(Cl)c2)c1,2,2,83,3,16,-6,1.9,9,100,-15
Cc1ccccc1NC(=O)C(C)c1cccc(C(=O)c2ccccc2)c1 (stereo not given),2,10,85,-21,29,-10,-3.7,-2,87,x
CCC(Oc1ccccc1)C(=O)Nc1ccc(S(=O)(=O)Nc2cnc3ccccc3n2)cc1 (stereo not given),6,3,97,-44,1,-43,-3.0,-10,95,-1
Cc1ccc(-c2nc(N/N=C/c3cccc([N+](=O)[O-])c3)c3ccccc3n2)cc1,5,-1,10,-51,20,-19,-4.0,-17,15,x
COC(=O)c1sccc1NC(=O)c1ccoc1C,8,4,100,7,2,x,-1.3,-11,97,-1
O=C(CN1C(=O)CSc2cc(S(=O)(=O)N3CCCCCC3)ccc21)NCCc1ccccc1,-1,5,85,-9,4,-9,-1.5,2,88,1
CN(C)CC/C=C1/c2ccccc2Sc2c(O)cc(Cl)cc21,23,6,20,1,23,-41,-7.6,x,14,x
CCn1c(-c2nonc2NC(=O)c2ccccc2)nc2ccccc21,4,8,87,-52,8,-68,-0.7,-11,91,x
O=S(=O)(Nc1ccc2c(c1)OCCO2)c1cccs1,-15,2,101,-7,9,21,-1.2,-6,113,0
N#C/C=C(/N)N1CCN(c2ccc(Cl)c(Cl)c2)CC1,0,2,102,-17,3,-30,-0.7,-6,92,-1
COc1ccc(Nc2oc(-c3ccc(Cl)cc3)nc2C#N)cc1,9,2,16,-28,4,-33,-4.5,-24,10,x
CC1(C)CC(CC(=O)Nc2nccs2)(c2ccccc2)CCO1 (stereo not given),-11,3,102,-4,17,-13,0.6,1,92,x
CCOc1ccc(-c2n[nH]c(C)c2Oc2ccccc2OC)c(O)c1,9,0,76,-3,8,x,-3.4,-16,76,0
CCCCSc1nnc(-c2ccccc2N)c(=O)[nH]1,-2,3,95,-34,3,x,-1.7,-2,92,-1
CCOc1ccc(NC(=O)CN2CCN(C3c4ccccc4-c4ccccc43)CC2)cc1,14,11,95,-28,23,-9,-6.2,x,72,x
CCCC(=O)Nc1sc(C)c(-c2ccc(C(C)CC)cc2)c1C#N (stereo not given),-7,0,89,-32,32,21,-1.4,-4,91,x
CCc1nc2ccccc2c(=O)n1NC(=O)c1c(O)c2ccccc2[nH]c1=O,15,0,103,-20,3,x,-3.3,33,98,1
CCOc1ccccc1N(C(=O)Nc1ccc(Cl)cc1)C1=NCCS1,-1,2,93,-5,14,x,-3.1,-4,89,-10
O=C(CSc1ccc(Cl)cc1)c1ccco1,-3,4,119,-53,20,x,0.5,-13,109,-1
COCc1nn2c(N)c(C#N)cnc2c1-c1ccccc1,4,0,81,-39,42,8,-3.2,-24,78,0
Cc1ccc(C(=O)Nc2ccccc2-c2ccccc2)cc1S(=O)(=O)Nc1cccc(C)c1C,-7,15,61,-21,20,-17,-1.1,-9,78,x
COc1ccccc1CC(=O)Nc1cccc2c1CCCC2,1,4,103,-32,3,-1,0.1,1,99,1
O=C(CCNC(=O)c1ccccc1Cl)Nc1ccc2c(c1)OCO2,6,0,104,6,22,-26,-0.1,-1,106,1
C/C(N)=C(/C#N)C(=O)CSc1nnnn1-c1ccc(C)cc1C,18,4,60,-21,5,x,-0.5,-11,54,-1
CCOC(=O)c1c[nH]c2c3c(ccc2c1=O)CCCC3,5,-2,78,-23,23,x,-4.1,-9,75,-2
Cc1ccc(C(=O)O)c(C(=O)Nc2nc(C)cs2)c1,10,2,99,7,6,x,-3.4,0,80,-3
Cn1nnnc1SCC(=O)N1CCCc2ccccc21,2,3,86,-40,6,14,-1.0,x,104,x
O=C(NCCc1ccccn1)c1ccc(S(=O)(=O)N2CCCCCC2)cc1,2,1,99,-59,x,-57,-0.3,-1,95,1
CN(C)c1cccc2c(C=C(C#N)C#N)ccc(N(C)C)c12,11,-1,76,-28,6,x,-1.8,6,73,-2
CC(=O)C1=C(C)NC(SCC(N)=O)=C(C#N)C1c1sccc1C (stereo not given),9,3,86,-36,2,8,-1.2,-12,90,x
COCc1cc(C)nc2sc(C(=O)OC(C)C)c(N)c12,5,1,95,-19,18,10,-3.2,-23,89,1
Cc1ccc(C)n1-c1sccc1C(=O)O,-17,2,85,-8,6,11,-1.5,-4,95,x

# Next section:
SMILES,GALR2 antag,NPY-Y2 antag,HCT116 PTEN-null,BB579 growth dn,Measles CPE,E-sel TNF inh,MRP1 act,Yeast lifespan up,bCat KO growth,Phagocyt inh
CCOC(=O)N1CCC(Nc2c(N3CCN(c4cccc(C(F)(F)F)c4)CC3)c(=O)c2=O)CC1,-4,-2,73,-63,5,0,-1.4,-9,69,-4
COC(=O)c1[nH]c2cc(OC)ccc2c1NC(=O)c1ccc2c(c1)OCO2,-7,-3,89,-22,3,x,-0.3,-8,105,x
CCn1c(C)cc2c(c1=O)C(c1ccccc1)C(C(=O)OC)=C(N)O2 (stereo not given),-1,3,90,-22,2,-36,-1.1,-16,106,3
Cc1cc(NC(=O)c2oc3ccccc3c2C)ccc1-n1cnnn1,13,5,106,-37,2,x,-0.2,-15,103,0
C/C(=N/N=C1/NC(=O)CC(C(=O)Nc2ccccc2)S1)c1cccs1 (stereo not given),5,1,88,-24,23,x,-2.0,2,91,-11
Cn1c(-c2c(N)n(CCc3ccccc3)c3nc4ccccc4nc23)nc2ccccc21,36*,-1,47,-48,14,-12,-2.2,-17,49,-2
CN1CCN(/N=C/c2ccc(Cl)c(Cl)c2)CC1,2,2,85,-8,11,x,1.5,-1,75,-6
CC(C)(C)C(=O)NC(=S)Nc1cc(C(=O)O)ccc1Cl,-1,-1,100,-7,3,-58,-1.9,2,94,-2
CC(C)[C@H](NC(=O)c1ccccc1)C(=O)OCC(=O)N1CC(=O)Nc2ccccc21,-5,-3,95,-6,2,19,-2.0,-3,89,x
CCOC(=O)c1ccccc1NC(=S)N1CCCCC1,-4,1,91,-15,15,0,-1.2,-1,95,-2
COc1cc(C(c2nnnn2C(C)(C)C)N2CCN(c3nc4ccccc4s3)CC2)ccc1O (stereo not given),6,3,73,-30,2,-1,-2.9,-8,70,-1

# Entries shown so far that have a CF3 group (3):
SMILES,GALR2 antag,NPY-Y2 antag,HCT116 PTEN-null,BB579 growth dn,Measles CPE,E-sel TNF inh,MRP1 act,Yeast lifespan up,bCat KO growth,Phagocyt inh
O=C1CC(=O)N(CCNc2ncc(C(F)(F)F)cc2Cl)C(=O)N1,-14,-1,104,-45,29,-19,0.7,-18,111,x
CCOc1ccc2nc(NC(NC(=O)CC)(C(=O)OC)C(F)(F)F)sc2c1 (stereo not given),5,-1,91,-40,24,x,-1.1,-9,91,0
CCOC(=O)N1CCC(Nc2c(N3CCN(c4cccc(C(F)(F)F)c4)CC3)c(=O)c2=O)CC1,-4,-2,73,-63,5,0,-1.4,-9,69,-4
